Source: PubChem BioAssay
CHO parental Ca: counter-screen: ATP calcium response change in parental CHO cells. parental CHO-K1, ATP-induced calcium, Fluo-8 fluorescence. inhibition, % at 5.6 µM. 330,000 compounds, 0.63% hits. AID 463079;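 active = inhibition above that plate's mean sample inhibition plus 3 SD, cut at about 26% in these data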;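 note: 0% = ATP-challenged DMSO wells and 100% = DMSO wells without ATP; some compounds past the cut are filed as inactive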
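Assay system: untransfected parental CHO cell line. Also added: ATP agonist challenge. Dosing: one dose, 5.6 µM nominal. Measured by: Fluo-8 fluorescence. Read-out: % inhibition. Benchmarks: ATP wells versus no-ATP DMSO wells. Repeats: no replicates.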
CHO-K1 Ca ag: counter-screen for M1 agonists: effect in parental CHO-K1 cells; Fluo-8 calcium fluorescence; scaled to maximal ATP response, vehicle zero; activation, % at 3 µM; 360,000 compounds, 0.48% hits; in the data active = activation above about 15%;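 note: untransfected CHO-K1 host cells lacking M1 receptor as counterscreen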
CHO-K1 Ca PAM: nonselective activator or artifact in parental CHO-K1 calcium assay; ATP EC20, Fluo-8 calcium fluorescence; 0% at ATP EC20, 100% at ATP max; activation, % at 3 µM; 360,000 compounds, 0.02% hits; AID 602247;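 active = activation above the run cutoff, the mean activation of all test compounds plus 3 SD, cut at about 40% in these data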;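 note: peak over basal fluorescence ratio in a 140 s read after ATP addition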
TAAR1 agonist: human TAAR1 agonism; Q96RJ0; CHO RD-HGA16 TAAR1, Fluo-8 calcium fluorescence; vehicle wells 0%, saturating PEA agonist 100%; activation, % at 3 µM; 360,000 compounds, 0.99% hits; AID 624467;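 active = activation above the mean activation of all test compounds in the run plus 3 SD, cut at about 38% in these data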
Target sequence (Q96RJ0 whole entry, looked up): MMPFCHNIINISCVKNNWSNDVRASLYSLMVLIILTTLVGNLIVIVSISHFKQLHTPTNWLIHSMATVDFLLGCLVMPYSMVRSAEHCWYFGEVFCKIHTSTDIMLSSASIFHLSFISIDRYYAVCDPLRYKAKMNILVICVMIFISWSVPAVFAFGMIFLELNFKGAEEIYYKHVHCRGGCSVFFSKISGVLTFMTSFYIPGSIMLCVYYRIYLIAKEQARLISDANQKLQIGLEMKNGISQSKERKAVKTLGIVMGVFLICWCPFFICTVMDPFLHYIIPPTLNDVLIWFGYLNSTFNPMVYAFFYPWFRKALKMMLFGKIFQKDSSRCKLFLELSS
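Signal – calcium-sensitive Fluo-8 signal, excitation 470-495, emission 515-575 nm · System – RD-HGA16 (CHO) cells co-expressing Gα16 and hTAAR1 · Incubation – 17-24 h seeding, 75 min 37 °C dye, 30 min RT · Compound dosing – 3 µM single concentration · Repeats – no replicates (n 1)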
TAAR1 antagonist: human TAAR1 antagonism; AID 624466; inhibition, % at 3 µM; CHO RD-HGA16 TAAR1, Fluo-8 calcium fluorescence, antagonist; 360,000 compounds, 1.5% hits;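 active = inhibition above a per-plate cutoff, the mean inhibition of test compounds on that plate plus 3 SD, cut at about 49% in these data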;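 note: 0% = DMSO plus EC80 beta-PEA response and 100% = DMSO alone without agonist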
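Assay system: RD-HGA16 CHO cells with stable hTAAR1 and Gα16 / Reagent: EC80 β-phenethylamine stimulus / Doses: 3 µM, single point / Timing: dye loading 75 min at 37 °C, then 30 min room temperature / Measured by: Fluo-8 intracellular calcium dye fluorescence, real-time kinetic reads / Controls: vehicle wells and EC80 agonist wells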
CHRM1 antagonist: human CHRM1 antagonism; P11229; CHO-K1 hM1, Fluo-8 calcium fluorescence, ACh EC80 antagonist; inhibition, % at 3 µM; 360,000 compounds, 1.3% hits;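 active = percent inhibition above its own plate's cutoff, namely the mean of that plate's compound wells plus 3 SD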;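 note: peak over basal fluorescence ratio during 140 s after agonist addition; 0% = ACh EC80 plus DMSO and 100% = DMSO alone without agonist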
Target sequence (P11229 whole entry, looked up): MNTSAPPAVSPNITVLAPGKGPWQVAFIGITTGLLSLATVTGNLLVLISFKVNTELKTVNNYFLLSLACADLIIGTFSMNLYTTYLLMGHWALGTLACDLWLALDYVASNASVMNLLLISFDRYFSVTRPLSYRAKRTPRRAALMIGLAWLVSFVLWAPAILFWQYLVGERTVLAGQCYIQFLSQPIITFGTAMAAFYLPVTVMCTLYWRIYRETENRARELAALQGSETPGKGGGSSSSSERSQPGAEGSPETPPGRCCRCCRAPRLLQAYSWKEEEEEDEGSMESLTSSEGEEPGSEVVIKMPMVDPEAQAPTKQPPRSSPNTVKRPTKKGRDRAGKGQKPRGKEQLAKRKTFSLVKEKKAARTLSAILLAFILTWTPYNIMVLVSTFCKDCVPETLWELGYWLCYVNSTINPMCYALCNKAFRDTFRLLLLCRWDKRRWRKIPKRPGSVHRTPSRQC
M1 ag: agonists of human M1 muscarinic receptor; 360,000 compounds, 0.33% hits; activation, % at 3 µM; P11229; CHO-K1 hM1, Fluo-8 calcium fluorescence, agonist mode; 0% DMSO, 100% acetylcholine EC100;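 active = activation above the run's mean compound activation plus 3 SD, cut at about 16% in these data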;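 note: peak over basal fluorescence ratio within a 140 s kinetic read after compound addition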
OXTR potentiate: human OXTR potentiation; P30559; CHO-OTR cells, Fluo-8 calcium fluorescence, potentiator mode; 0% = oxytocin EC15, 100% = EC100; activation, % at 3 µM; 320,000 compounds, 0.061% hits;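 active = activation above that plate's cutoff, the mean activation of tested compounds plus 3 SD, cut at about 6.6% in these data, passing the limit was not always enough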;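 note: 100% uses oxytocin at 75 nM as the full agonist control; some results filed as inactive read as strong as hits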
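Assay system: CHO cell line stably expressing human OTR. Reagent: EC15 oxytocin agonist. Dosing: single dose, 3.0 µM nominal final compound concentration. Timing: compound 6 min at room temperature before oxytocin, 100 s read. Signal: kinetic Fluo-8 calcium fluorescence. Controls: oxytocin EC15 low and EC100 high.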
CHO-K1 Ca antag: M1 antagonist counterscreen hit in parental CHO-K1 cells; ATP-induced calcium, Fluo-8 fluorescence; inhibition, % at 3 µM; 360,000 compounds, 0.6% hits;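 active = inhibition above a per-plate cutoff, the plate's mean sample inhibition plus 3 SD, cut at about 24% in these data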;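 note: 0% = DMSO plus EC80 ATP and 100% = DMSO alone without ATP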
Starred values were filed as active, the others as inactive.

Screening O=C(c1cccnc1)N1C2C=CC(C2)C1(C(F)(F)F)C(F)(F)F (stereo not drawn) returned CHO parental Ca -2, CHO-K1 Ca ag 0.4, CHO-K1 Ca PAM 16, TAAR1 agonist 3, TAAR1 antagonist 0, CHRM1 antagonist -10, M1 ag -4, OXTR potentiate 1 and CHO-K1 Ca antag -12.
COc1ccc(-c2cnc(C(O)c3ccc(-c4ccccc4)cc3)[nH]2)cc1 (stereo not drawn) was read as CHO-K1 Ca ag 0.1, CHO-K1 Ca PAM 2, TAAR1 agonist 1, TAAR1 antagonist 0, CHRM1 antagonist -3, M1 ag -4 and CHO-K1 Ca antag -10.
For CCOC(=O)c1ccc2nc(C(F)(F)F)[nH]c(=O)c2c1 the results were CHO parental Ca -6, CHO-K1 Ca ag 0.4, CHO-K1 Ca PAM 10, TAAR1 agonist 2, TAAR1 antagonist -4, CHRM1 antagonist -25, M1 ag -1, OXTR potentiate -6 and CHO-K1 Ca antag -9.
`O=C(NCc1csc(-c2cccs2)n1)Nc1ccc(F)cc1F` gave CHO parental Ca -19, CHO-K1 Ca ag 2.7, CHO-K1 Ca PAM 20, TAAR1 agonist 8, TAAR1 antagonist -15, CHRM1 antagonist -22, M1 ag -3, OXTR potentiate 1 and CHO-K1 Ca antag -8.
`COc1cc(F)ccc1-c1cc(C(=O)Nc2cc(OC)c(OC)c(OC)c2)[nH]n1` gave CHO-K1 Ca ag 2.4, CHO-K1 Ca PAM 2, TAAR1 agonist 7, TAAR1 antagonist 8, CHRM1 antagonist -14, M1 ag -3 and CHO-K1 Ca antag 4.
`O=c1[nH]cc(S(=O)(=O)N2CCN(c3cccc(C(F)(F)F)c3)CC2)c(=O)[nH]1` gave CHO parental Ca -3, CHO-K1 Ca ag 1.2, CHO-K1 Ca PAM -11, TAAR1 agonist 2, TAAR1 antagonist 0, CHRM1 antagonist -5, M1 ag -3, OXTR potentiate -1 and CHO-K1 Ca antag -5.
For O=C(CNS(=O)(=O)c1ccccc1F)OCC(=O)c1c[nH]c2ccccc12 the results were CHO parental Ca -19, CHO-K1 Ca ag 2.7, CHO-K1 Ca PAM -8, TAAR1 agonist 14, TAAR1 antagonist 20, CHRM1 antagonist 8, M1 ag -3, OXTR potentiate -4 and CHO-K1 Ca antag -2.
`COc1ccc(N2CCN(C(=O)COC(=O)Cc3ccc(F)cc3)CC2)cc1` gave CHO parental Ca -4, CHO-K1 Ca ag 2.7, CHO-K1 Ca PAM -4, TAAR1 agonist 1, TAAR1 antagonist -8, CHRM1 antagonist -18, M1 ag 1, OXTR potentiate -1 and CHO-K1 Ca antag -7.
For COc1ccc(CCC(=O)c2ccc(OC)cc2)cc1 the results were CHO parental Ca -13, CHO-K1 Ca ag 0.3, CHO-K1 Ca PAM 17, TAAR1 agonist 3, TAAR1 antagonist 2, CHRM1 antagonist -2, M1 ag 0, OXTR potentiate -12 and CHO-K1 Ca antag -6.
Screening COCC(=O)N1CCC(Oc2ccc(C(=O)NCc3cc(C(C)C)no3)cc2)CC1 returned CHO parental Ca 0, CHO-K1 Ca ag 0.7, CHO-K1 Ca PAM 17, TAAR1 agonist 0, TAAR1 antagonist -16, CHRM1 antagonist -10, M1 ag -1, OXTR potentiate 5 and CHO-K1 Ca antag -4.
`O=C(NCCCN1CCOCC1)C(=O)N/N=C/c1ccc2c(c1)OCO2` gave CHO parental Ca -6, CHO-K1 Ca ag -0.8, CHO-K1 Ca PAM 3, TAAR1 agonist -1, TAAR1 antagonist -1, CHRM1 antagonist -2, M1 ag -5, OXTR potentiate -14 and CHO-K1 Ca antag 16.
O=C(NCCCc1nc2ccccc2[nH]1)c1cccs1 was read as CHO parental Ca 20, CHO-K1 Ca ag 1.1, CHO-K1 Ca PAM -9, TAAR1 agonist 2, TAAR1 antagonist -31, CHRM1 antagonist 20, M1 ag -1, OXTR potentiate -4 and CHO-K1 Ca antag 1.
`Cc1cccc(NC(=O)NC2(C)CCS(=O)(=O)C2)c1` (stereo not drawn) gave CHO parental Ca -21, CHO-K1 Ca ag 0.1, CHO-K1 Ca PAM 3, TAAR1 agonist -1, TAAR1 antagonist -34, CHRM1 antagonist -1, M1 ag -3, OXTR potentiate -24 and CHO-K1 Ca antag -5.
Screening O=C(CNC(=O)c1cc(Cl)cc([N+](=O)[O-])c1)OCC(=O)N1CCCCC1 returned CHO parental Ca -17, CHO-K1 Ca ag 0.5, CHO-K1 Ca PAM -13, TAAR1 agonist 0, TAAR1 antagonist 0, CHRM1 antagonist -3, M1 ag -2, OXTR potentiate 0 and CHO-K1 Ca antag -8.
Screening O=C(Cn1cnc2ccccc21)Nc1ccc(C(=O)O)cc1 returned CHO parental Ca -5, CHO-K1 Ca ag 0.3, CHO-K1 Ca PAM 12, TAAR1 agonist -2, TAAR1 antagonist 3, CHRM1 antagonist -10, M1 ag 0, OXTR potentiate 0 and CHO-K1 Ca antag -18.
Screening COc1cc(C(=O)NC(=S)N(CCC#N)Cc2cccnc2)cc(OC)c1OC returned CHO parental Ca -8, CHO-K1 Ca ag 7.5, CHO-K1 Ca PAM 25, TAAR1 agonist 3, TAAR1 antagonist -9, CHRM1 antagonist -17, M1 ag 1, OXTR potentiate 1 and CHO-K1 Ca antag -1.
CCOc1ccc(S(=O)(=O)N(CC(=O)NCc2cccnc2)c2ccc(F)cc2)cc1 was read as CHO parental Ca -16, CHO-K1 Ca ag 8.8, CHO-K1 Ca PAM -1, TAAR1 agonist 20, TAAR1 antagonist 65*, CHRM1 antagonist 9, M1 ag -6, OXTR potentiate -9 and CHO-K1 Ca antag 8.
`CCCCCn1c(SCCc2ccccc2)nc2c1c(=O)[nH]c(=O)n2C` gave CHO parental Ca -11, CHO-K1 Ca ag -0.1, CHO-K1 Ca PAM -4, TAAR1 agonist 0, TAAR1 antagonist 2, CHRM1 antagonist -7, M1 ag 1, OXTR potentiate -9 and CHO-K1 Ca antag 7.
`O=C(N/N=C1\CCSc2ccc(F)cc21)c1cccnc1` gave CHO parental Ca -2, CHO-K1 Ca ag 1.2, CHO-K1 Ca PAM 8, TAAR1 agonist 6, TAAR1 antagonist -4, CHRM1 antagonist -5, M1 ag -1, OXTR potentiate -8 and CHO-K1 Ca antag -16.
`CC(=O)N1CCCc2cc(S(=O)(=O)N3CCCC(C(=O)NCc4ccccc4Cl)C3)ccc21` (stereo not drawn) gave CHO parental Ca 6, CHO-K1 Ca ag 6.3, CHO-K1 Ca PAM -5, TAAR1 agonist 4, TAAR1 antagonist -6, CHRM1 antagonist -20, M1 ag 1, OXTR potentiate -21 and CHO-K1 Ca antag -10.
Screening CCOc1ccc(C(=O)/C=C/Nc2ccc(S(=O)(=O)N=C(N)N)cc2)cc1 returned CHO parental Ca -7, CHO-K1 Ca ag 1.2, CHO-K1 Ca PAM 10, TAAR1 agonist 1, TAAR1 antagonist -8, CHRM1 antagonist -1, M1 ag -2, OXTR potentiate -1 and CHO-K1 Ca antag -6.
For Cc1cc(F)ccc1NS(=O)(=O)c1c(C(=O)N2CCOCC2)c(C)n(C)c1C the results were CHO parental Ca -9, CHO-K1 Ca ag 0.2, CHO-K1 Ca PAM 38, TAAR1 agonist 4, TAAR1 antagonist -13, CHRM1 antagonist -2, M1 ag -2, OXTR potentiate -1 and CHO-K1 Ca antag -21.
CN1CCN(S(=O)(=O)c2cccc(C(=O)Nc3ccc(Br)cc3Br)c2)CC1 was read as CHO parental Ca -23, CHO-K1 Ca ag 0.9, CHO-K1 Ca PAM 8, TAAR1 agonist 6, TAAR1 antagonist -12, CHRM1 antagonist 2, M1 ag -5, OXTR potentiate -13 and CHO-K1 Ca antag 2.
Screening CNC(=O)NC(=O)COC(=O)CCCOc1ccc(OC)cc1 returned CHO parental Ca -6, CHO-K1 Ca ag 0.8, CHO-K1 Ca PAM 9, TAAR1 agonist 0, TAAR1 antagonist -5, CHRM1 antagonist 3, M1 ag -1, OXTR potentiate -8 and CHO-K1 Ca antag -13.
For CCOc1ccc(S(=O)(=O)N2CCN(C(=S)NCc3ccco3)CC2)cc1 the results were CHO parental Ca -5, CHO-K1 Ca ag 2.2, CHO-K1 Ca PAM 18, TAAR1 agonist 3, TAAR1 antagonist 5, CHRM1 antagonist -1, M1 ag -5, OXTR potentiate -8 and CHO-K1 Ca antag -7.
Screening [O-][n+]1cc(Cl)cc(Cl)c1 returned CHO-K1 Ca ag 0.6, CHO-K1 Ca PAM 9, TAAR1 agonist 1, TAAR1 antagonist 7, CHRM1 antagonist -12, M1 ag 0 and CHO-K1 Ca antag -11.
`O=C(c1nc2ccccn2c1CN1CCCC(O)C1)N1CCN(C2CCCCC2)CC1` (stereo not drawn) gave CHO parental Ca -6, CHO-K1 Ca ag 0.3, CHO-K1 Ca PAM 2, TAAR1 agonist 1, TAAR1 antagonist -10, CHRM1 antagonist -3, M1 ag -6, OXTR potentiate -1 and CHO-K1 Ca antag 10.
CCOC(=O)/C=C1\Nc2ccccc2OC1=O was read as CHO parental Ca -4, CHO-K1 Ca ag 0.0, CHO-K1 Ca PAM -9, TAAR1 agonist 8, TAAR1 antagonist -4, CHRM1 antagonist 1, M1 ag -2, OXTR potentiate -1 and CHO-K1 Ca antag 14.
For CN(CC(=O)NC(=O)NCc1ccccc1)Cc1ccc(Cl)c(Cl)c1 the results were CHO parental Ca -21, CHO-K1 Ca ag -0.2, CHO-K1 Ca PAM -2, TAAR1 agonist -1, TAAR1 antagonist -8, CHRM1 antagonist 1, M1 ag -5, OXTR potentiate -10 and CHO-K1 Ca antag 1.
Cc1ccc(CN(C)C[C@@H]2OCc3cnnn3CCCC(=O)N([C@H](C)CO)C[C@H]2C)cc1 was read as CHO-K1 Ca ag 0.1, CHO-K1 Ca PAM 2, TAAR1 agonist 1, TAAR1 antagonist -26, CHRM1 antagonist -11, M1 ag -9 and CHO-K1 Ca antag 8.
`N#Cc1cc([N+](=O)[O-])ccc1NC(=O)COC(=O)C1CCC(=O)N1` (stereo not drawn) gave CHO parental Ca -5, CHO-K1 Ca ag 0.6, CHO-K1 Ca PAM 11, TAAR1 agonist 0, TAAR1 antagonist 4, CHRM1 antagonist 1, M1 ag 0, OXTR potentiate 3 and CHO-K1 Ca antag -6.
For CC(=O)OC1CC2C(C)(C)C(=O)C=CC2(C)C2CCC3(C)C(c4ccoc4)OC(=O)C4OC43C12C (stereo not drawn) the results were CHO-K1 Ca ag 1.0, CHO-K1 Ca PAM 2, TAAR1 agonist 6, TAAR1 antagonist -13, CHRM1 antagonist 0, M1 ag 0 and CHO-K1 Ca antag 9.
